Source: PubChem (National Center for Advancing Translational Sciences (NCATS))
ALDH1A1 block: blocks purified human ALDH1A1 activity | P00352 | Purified ALDH1A1, NADH fluorescence, propionaldehyde substrate | Potency, µM (highest dose often 75.3 µM), without a hit: top-dose activity, negative = inhibition, usual class: inhibitors | hit rate 7.3% among 220,000 | AID 1030; active = well fitted inhibition curve with a large enough effect, not every such curve was filed as active; inconclusive = small, poorly fitted or top-dose-only effect, or another doubt; inactive = no such curve, though single readings can be large or run the other way;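 note: plate controls were no enzyme wells and a reference inhibitor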
SMN2 splice up: enhancers of SMN2 splice variant expression | HEK293 SMN2-luciferase splicing reporter, luminescence, 30-36 h | Potency, µM (highest dose often 46.1 µM), for the others: at the highest dose activity change, positive = activation, most hits filed as activators | AID 1458 | hit rate 2.8% among 210,000; note: % of control where 0% means no effect; nearly all actives have a fitted effect of over 55% in size
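HEK293 cells carry an SMN2 minigene-luciferase reporter in which exon 7 inclusion puts luciferase in frame. Cells were seeded at 2000 cells/well, attached for 10-12 hours, then exposed to compounds for 30-36 hours at 37C before ONE-Glo luminescence.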
TRb SRC2 PPI: TRbeta-SRC2 interaction inhibition; P10828; TRbeta-SRC2 peptide binding, fluorescence polarization; receptor liganded with 1 µM T3; Potency, µM (top dose mostly 106 µM), for the others: top-dose activity change, negative = inhibition, actives largely listed as inhibitors; hit rate 0.065% among 280,000; AID 1469;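 note: plate controls were bound peptide for no effect and peptide without receptor for full effect; nearly all actives have a fitted effect of over 50% in size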
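TRb LBD 0.6 uM + Texas Red SRC2 peptide 20 nM, 1 uM T3, Tris buffer w/ 5% DMSO; compound pinned, 5 h RT; FP read ex 555/em 632; normalized to unbound and bound controls.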
LMNA splice mod: modulators of lamin A splicing; HeLa LMNA splicing GFP/RFP minigene ratio, 48 h; Potency, µM (highest dose often 46.1 µM), inactives show top-dose ratio change, negative = inhibition, actives largely listed as inhibitors; hit rate 0.01% among 200,000; AID 1487; active = well fitted inhibition curve with a large enough effect in the signal ratio, with a control signal flat, not every such curve was filed as active; inconclusive = small, poorly fitted or top-dose-only effect, or effect the other way, or a change in a side signal; the % refers to the signal ratio; note: % is set by controls: 0 for no effect and ±100 for the full control effect
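Read-out is the ratio of GFP to DsRed2 object intensity, acquired by 488 nm laser-scanning cytometry on HeLa lamin A-EGFP minigene reporter cells. Compound incubation 48 hrs at 37 °C in Opti-MEM with 2% FBS; DMSO 0.5% final.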
RECQ1 inh: blocks DNA unwinding by human RECQ1 | hit rate 0.54% among 240,000 | Potency, µM (series often up to 57.3 µM), for inactives: at the highest dose activity, negative = inhibition, most hits filed as inhibitors | RECQ1 DNA unwinding, red fluorescence kinetic read;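 note: plate controls were vehicle for no effect and no enzyme for full effect; nearly all actives have a fitted effect of over 30% in size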
Target sequence (P46063 whole entry, looked up): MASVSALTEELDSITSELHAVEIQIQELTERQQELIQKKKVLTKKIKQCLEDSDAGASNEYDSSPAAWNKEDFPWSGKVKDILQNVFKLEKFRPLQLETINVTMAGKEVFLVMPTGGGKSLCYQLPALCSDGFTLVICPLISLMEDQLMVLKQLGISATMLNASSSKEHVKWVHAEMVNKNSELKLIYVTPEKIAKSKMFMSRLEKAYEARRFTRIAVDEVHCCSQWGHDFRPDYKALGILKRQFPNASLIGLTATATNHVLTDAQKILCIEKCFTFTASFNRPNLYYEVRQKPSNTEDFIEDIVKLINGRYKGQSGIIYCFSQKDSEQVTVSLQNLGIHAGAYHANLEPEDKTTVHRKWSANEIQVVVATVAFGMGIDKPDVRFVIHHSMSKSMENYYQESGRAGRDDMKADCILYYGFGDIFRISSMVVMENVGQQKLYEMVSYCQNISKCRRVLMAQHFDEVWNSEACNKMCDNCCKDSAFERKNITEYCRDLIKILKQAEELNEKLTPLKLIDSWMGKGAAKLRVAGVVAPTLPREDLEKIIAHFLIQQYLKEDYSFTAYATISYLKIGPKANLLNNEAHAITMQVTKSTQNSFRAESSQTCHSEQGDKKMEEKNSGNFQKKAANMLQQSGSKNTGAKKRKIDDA
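RECQ1T1 50 nM; forked duplex (20 bp + 30-nt ss tails) 200 nM, ATP 2 mM final; pH 8.0, 2 mM MgCl2, 2.5 ug/ml poly(dI-dC); 15 min compound preincubation; discontinuous kinetic read over 2 h at RT.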
GoLoco inh red: blocks human Gai1 binding to RGS12 GoLoco peptide, red readout. Gai1:RGS12 GoLoco peptide FP, rhodamine, 10 min. Potency, µM (series often up to 61.6 µM), without a hit: top-dose activity, negative = inhibition, hits mostly inhibitors. P63096. hit rate 0.44% among 230,000; active = well fitted inhibition curve with a large enough effect, not every such curve was filed as active; inactive = no such curve, though single readings can be large or run the other way; note: % is set by controls: 0 for no effect and ±100 for the full control effect; nearly all actives have a fitted effect of over 30% in size; many of its hits are not listed in these tables
Target sequence (P63096 whole entry, looked up): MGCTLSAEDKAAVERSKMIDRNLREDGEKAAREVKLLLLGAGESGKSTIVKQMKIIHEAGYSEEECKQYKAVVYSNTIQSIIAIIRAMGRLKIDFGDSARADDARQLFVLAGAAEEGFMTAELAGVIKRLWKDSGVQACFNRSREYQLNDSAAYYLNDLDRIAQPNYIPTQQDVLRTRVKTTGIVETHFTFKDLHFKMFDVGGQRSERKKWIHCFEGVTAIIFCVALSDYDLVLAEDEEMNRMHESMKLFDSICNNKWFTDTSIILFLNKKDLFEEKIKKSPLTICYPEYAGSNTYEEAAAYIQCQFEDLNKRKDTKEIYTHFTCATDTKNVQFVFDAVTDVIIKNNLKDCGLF
TexasRed fluor: alters Texas Red total fluorescence, flagging assay interference; TRb/SRC2 Texas Red total fluorescence interference; Potency, µM (top dose mostly 106 µM), without a hit: at the highest dose fluorescence change, negative = quenching; hit rate 0.29% among 280,000; active = well fitted curve in either direction with a large enough effect; inconclusive = small, poorly fitted or top-dose-only effect; note: % is set by controls: 0 for no effect and ±100 for the full control effect
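Flags fluorescent or light-absorbing compounds by total fluorescence, S + 2P, at 555 nm excitation and 632 nm emission. Mixture: 20 nM Texas Red SRC2 peptide, 0.6 uM human TRb LBD, 1 uM T3, 5% DMSO; compound exposure 5 h at ambient temperature.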
KDM4E inh: inhibitors of human JMJD2E histone demethylase; B2RXH2; JMJD2E catalytic domain, FDH-coupled NADH fluorescence (FDH is formaldehyde dehydrogenase); Potency, µM (highest dose often 57.1 µM), inactives show top-dose activity change, negative = inhibition, most hits filed as inhibitors; hit rate 1.6% among 230,000; AID 2147; active = well fitted inhibition curve with a large enough effect, not every such curve was filed as active; inconclusive = small, poorly fitted or top-dose-only effect, or another doubt; inactive = no such curve, though single readings can be large or run the other way;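 note: 0% = wells with enzyme and -100% = buffer wells without enzyme; nearly all actives have a fitted effect of over 50% in size; many of its hits are not listed in these tables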
The depositor's hits bear a star; i = inactive; ? = inconclusive; . = no result given; [ ] = remark or other dose. Unless noted, calls come from the whole dose curve; as a rule, active = well fitted curve in the direction sought with a large enough effect; inconclusive = small, poorly fitted or top-dose-only effect, or another doubt; inactive = no such curve, though single readings can be large; an effect the other way counts as inactive or inconclusive. Potency is the fitted concentration of half-maximal effect.

Sequence of screens – TexasRed fluor | GoLoco inh red | LMNA splice mod | SMN2 splice up | KDM4E inh | ALDH1A1 block | TRb SRC2 PPI | RECQ1 inh
O=[N+]([O-])c1ccc(Nc2c3ccccc3nc3ccccc23)cc1
    -2% | -7% | . | . | ? | -12% | 2% | -6%
CC(C)COC(=O)Nc1nnc(SCc2ccccc2F)s1
    2% | 2% | 8% | 6% | 10% | 7% | -16% | i
COc1cccc2cc(C(=O)Nc3cccc(C)n3)c(=O)oc12
    -1% | 5% | 7% | -8% | 1% | 5% | 11% | -3%
CCCCn1c(=O)[nH]c2ccccc21
    0% | 10% | -1% | -7% | 5% | 8% | 10% | -4%
Cc1cc2c(cc(C(=O)OC(C(=O)NCC3CCCO3)C(C)C)n2C)o1 (stereo not given)
    -6% | 12% | ? | . | ? | -4% | 1% | i
CCOC(=O)NC(N(O)c1cccc(Cl)c1)C(Cl)(Cl)Cl (stereo not given)
    1% | 0% | . | . | -1% | 8.9µM* | -1% | 12%
CC(C1CC2CCC1C2)n1c(-c2cccs2)n[nH]c1=S (stereo not given)
    -2% | 5% | . | . | ? | . | 4% | -4%
COc1ccc(C(=O)Nc2c(Cl)cc(Cl)cc2C(=O)NCc2ccco2)cc1
    0% | 2% | -13% | 4% | 3% | -11% | -19% | -9%
COc1ccccc1OCCNC(=O)c1cc(F)c(F)cc1Cl
    -5% | -7% | -11% | 22% | -3% | -11% | -1% | -5%
CN1CCN(C(=O)c2ccccc2NC(=O)c2cccs2)CC1
    0% | 5% | 4% | 3% | 6% | 12% | 10% | i
CSC(=NC#N)N1CCN(c2c(C)cccc2C)CC1
    -1% | 4% | -9%[46 µM] | 6% | 7% | ? | 2% | i
CC1CCOC2(O1)C(=O)N(CN1CCN(c3cccc(Cl)c3)CC1)c1ccccc12 (stereo not given)
    0% | 7% | 2% | -17% | 9% | -11% | 0% | -9%
S=c1nc(-c2ccccc2)n(CCN2CCOCC2)c2c1CCCC2
    -1% | 3% | 3% | -10% | -4% | 4% | 1% | -6%
Cc1nn(C)cc1CN(C)S(=O)(=O)c1cccc([N+](=O)[O-])c1
    -5% | 12% | -11%[46 µM] | -39%[inhibitor] | -18% | 1% | -9% | i
Cc1ccc(CC(=O)N/N=C/c2ccc3c(c2)OCO3)cc1
    -1% | 0% | . | ? | -9% | -2% | -1% | i

Brought forward from above: two compounds, then new ones.
Sequence of screens – TexasRed fluor | GoLoco inh red | LMNA splice mod | SMN2 splice up | KDM4E inh | ALDH1A1 block | TRb SRC2 PPI | RECQ1 inh
Cc1nn(C)cc1CN(C)S(=O)(=O)c1cccc([N+](=O)[O-])c1
    -5% | 12% | -11%[46 µM] | -39%[inhibitor] | -18% | 1% | -9% | i
Cc1ccc(CC(=O)N/N=C/c2ccc3c(c2)OCO3)cc1
    -1% | 0% | . | ? | -9% | -2% | -1% | i
O=C(Cc1ccc(Cl)cc1)N/N=C/c1c(Cl)cccc1Cl
    -1% | 4% | -9% | -14% | 8% | 0% | -7% | -10%
O=C(c1ncc[nH]1)c1ccco1
    0% | 6% | 9% | -4% | -4% | 0% | -7% | i
O=S(=O)(c1cccc2cccnc12)N1CCN(Cc2ccccc2)CC1
    0% | 7% | 18%[46 µM] | . | -1% | 13% | -8% | i
CC(C)CNS(=O)(=O)c1ccc(CCC(=O)O)cc1
    -2% | -2% | 7% | 7% | 16% | 23% | -4% | i
Cc1ccc(-n2c(CSc3nc(C)cc(C)n3)nnc2SCC(=O)NCc2ccco2)cc1
    1% | 4% | 8% | -9% | 0% | 3% | -18% | -18%
COc1cc(C(=O)O)ccc1O
    -2% | 5% | -1% | -3% | -8% | 5% | -2% | 6%
NS(=O)(=O)c1ccc(NC(=O)Nc2ccc(C(F)(F)F)cc2)cc1
    3% | 7% | . | . | 1% | -4% | 6% | 9%
CCOC(=O)c1c(-c2cccs2)csc1NC(=O)CSc1ncn[nH]1
    3% | 13% | -9% | -34%[inhibitor] | -15% | 20µM* | 2% | -2%
CCCCCCCC(=O)NN=C1CCN(Cc2ccccc2)CC1
    -4% | -6% | 3% | -7% | 5% | -8% | -9% | 3%
COc1ccc(S(=O)(=O)N2CCOCC2)cc1NC(=O)Cc1ccc(Cl)c(Cl)c1
    -2%[53 µM] | 18% | 3% | -9% | -1% | -6% | 5%[53 µM] | i
COc1ccc(C)cc1S(=O)(=O)N(CC(=O)N1CCCC1)c1ccccc1
    -1% | 8% | -6% | 23% | 6% | 0% | -5% | -1%
O=C(NC1CSC/C1=N\O)c1ccccc1 (stereo not given)
    1% | 10% | 5% | -4% | 5% | 22µM* | -10% | i
CN(CCO)Cc1csc2ccc(Br)cc12
    -2% | 8% | 11% | -6% | 3% | 0% | -12% | i
Cc1cccc(C)c1NC(=O)NC1(C(=O)NCCCN2CCOCC2)CCCCC1
    -4% | 6% | -8% | -17% | 7% | 2% | -7% | i
COc1ccc(C(=O)O)c(OC)n1
    -4% | 5% | . | . | -1% | . | -2% | 4%
Cc1ccc(-c2ccc(CCC(=O)O)n2NC(N)=S)cc1
    0% | 7% | -1% | -10% | ? | -3% | -21% | 1%
Cc1ccc(NC(=O)CCC(=O)NNS(=O)(=O)c2ccccc2)cc1C
    1% | 4% | 7% | 13% | 6% | 2% | 4% | 2%
CCCOc1ccc(/C(O)=C2\C(=O)C(=O)N(CCCOC)C23C(=O)N(C)c2ccccc23)cc1 (stereo not given)
    -7% | 0% | -5% | -15% | 2% | -7% | -3% | 8%
CCOC(=O)c1[nH]c2c(c1-c1ccccc1)C(=O)CC(c1ccc(OCC)cc1)C2 (stereo not given)
    0% | 11% | -3% | -15% | -5% | 16% | 3% | -3%
COc1ccc(C(c2nnnn2Cc2ccccc2)N2CCN(c3nc4ccccc4s3)CC2)cc1OC (stereo not given)
    3% | 10% | ? | -10% | 1% | -7% | -6% | -17%
CC(CC(=O)Nc1cccc(Cl)c1)c1ccccc1 (stereo not given)
    0% | 7% | 9% | -13% | 2% | ? | -8% | -2%
COc1ccccc1-n1cnc2c(c1=O)c1nc3ccccc3nc1n2-c1ccc(C)cc1
    -5% | 4% | ? | -27% | -5% | ? | -4% | -5%
Cc1c(Cl)cccc1-c1ccc(C(=O)N2CCN(c3ccc([N+](=O)[O-])cc3)CC2)o1
    2% | -3% | ? | -54%[inhibitor] | 2% | ? | -3% | i
CC(=O)OC(C(=O)NC1CCCCC1)c1ccc(C)cc1 (stereo not given)
    -1% | 9% | -3% | -3% | 6% | 11% | -19% | i
CC(=O)c1c(O)cc(=O)n(-c2ccccc2)c1-c1cccc2ccccc12
    -2% | 6% | 0% | 10% | 12% | -4% | 2% | 2%
CC(=O)Nc1ccc(S(=O)(=O)NC2(C(F)(F)F)NC(=O)N(C3CCCCC3)C2=O)cc1 (stereo not given)
    -3% | 8% | -3% | -1% | 1% | 3% | -1% | -3%
Cc1cc(C(=O)OCC(=O)NCCc2ccccc2)c(C)o1
    -2% | 8% | 0% | -5% | -5% | 1% | 4% | -2%
OCc1cc([C@@H](O)CNCCCCCCOCCCCc2ccccc2)ccc1O
    -2% | 7% | . | . | 13% | -3% | -5% | -10%
O=C(c1cc(-c2ccc3c(c2)OCO3)on1)N1CCOCC1
    -9% | 10% | 12% | 0.5µM* | 0% | -2% | -9% | -1%
CCOC(=O)Cc1csc(N/C(=N/S(=O)(=O)c2cc(Br)ccc2OCC)c2ccccc2)n1
    1% | -4% | -12% | 4% | 20% | 3% | -2% | -3%
O=C(O)c1oc2ccc(Br)cc2c1-n1cccc1
    -4% | 4% | 11% | -2% | 4% | 13% | -2% | i
O=C(Nc1ccc2oc(-c3cccc(F)c3)nc2c1)c1ccccc1F
    -5% | 11% | -7% | -3% | ? | ? | 0% | -14%
O=C(Nc1nc2c(s1)CCCC2)C1COc2ccccc2O1 (stereo not given)
    -2% | -6% | ? | 0.5µM* | -5% | -14% | -1% | -4%
O=C(O)CC(CC(=O)Nc1ccc(N2CCOCC2)cc1)c1ccccc1 (stereo not given)
    -5% | 0% | 10%[46 µM] | . | 3% | 19% | 8% | -15%
Cc1ccc(S(=O)(=O)NCc2ccc(C(=O)N3CCN(Cc4ccccc4)CC3)cc2)cc1
    0% | 4% | ? | -70%[inhibitor] | 3% | 11µM* | -3% | -11%
CC1CCCN(C(=O)c2ccc(CNc3c(N4CCCCC4)c(=O)c3=O)cc2)C1 (stereo not given)
    0% | -7% | -13% | -12% | 4% | ? | 7% | -1%
O=C(Cn1c(=S)[nH]c2ncccc2c1=O)NCCc1ccccc1
    1% | 13% | . | 19% | 6% | 8% | -2% | -2%
COc1cc(Nc2nc3ccccc3n3nnnc23)cc(OC)c1OC
    0% | -7% | -1% | -4% | 15% | 5% | -2% | -8%
COC(=O)c1sc2ncn(CC(=O)NCCc3ccc(OC)c(OC)c3)c(=O)c2c1C
    -2% | 16% | ? | . | -11% | 16% | 2% | -9%
CCOC(=O)c1ccc(Nc2nc(C)cc(C)c2C#N)cc1
    3% | 10% | -4% | 3% | ? | ? | -3% | 0%
CCCn1c(=O)c2ccccc2n2c(SCc3nnc(-c4ccccc4Br)o3)nnc12
    0% | 0% | -1% | 9% | -4% | 3% | 4% | -7%
Cc1sc2nc(SCC(N)=O)n(-c3ccccc3)c(=O)c2c1C
    0% | 3% | 18%[46 µM] | 9% | -4% | 18µM* | -2% | i
Cc1c(Cl)c([N+](=O)[O-])nn1CC(=O)NCC(C)C
    1% | 6% | 16%[46 µM] | 3% | 7% | 8% | 5% | i
COC(=O)c1ccccc1NC(=O)Nc1ccc(Cl)cn1
    0% | 12% | . | 25% | -5% | ? | 12% | -7%
O=C(O)C1CC=CCC1C(=O)Nc1cccc(C(=O)N2CCCCC2)c1 (stereo not given)
    0% | 2% | 13% | 2% | 7% | -3% | -17% | -13%
CCOC(=O)C(NC(=O)N(C)C)(Nc1sc(C)c(CC)c1C#N)C(F)(F)F (stereo not given)
    1% | -9% | -6% | -1%[1.84 µM] | -1% | ? | 0% | -4%

An excerpt; count on the stated rates, not on these rows.
